HSF1 inhib: HSF1 inhibition. NIH3T3-HGL HSE-luciferase, MG132-induced, luminescence 8 h; hits give low values. activity change, negative = inhibition, % at 7.5 µM (by protocol). actives 0.77% (n = 300,000). AID 2098;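 active means more than half of replicate wells show activity change below -50%, luminescence cut by over half; inconclusive means some wells, but at most half, below -50%; inactive means no replicate well below -50%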;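 further: luciferase reports HSF-1 transcriptional activity via heat shock element; 0% = median of DMSO wells and -100% = zero luminescence signal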
AI-2 QS mod: modulates the Vibrio harveyi AI-2 quorum sensing system; actives 0.4% (n = 300,000); activity change, % at 7.5 µM; AID 2094; Vibrio harveyi JMH597 AI-2 luminescence/OD600 ratio, 9 h; hits give low values; strain lacks LuxN and CqsS sensors; 0 = neutral-control median; in the data active means activity change below about -75%, passing the limit was not always enough; inconclusive means no clear call, values can overlap the other calls;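 further: luminescence divided by OD600 gain over 9 h not by final OD600 alone; inactives centre near 13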
HSF1 activator: increases HSF-1 driven luciferase reporter signal; actives 1.7% (n = 300,000); AID 504408; NIH3T3-HGL HSF-1 luciferase reporter, MG132, 8 h; 100% = twice DMSO control signal; activation, % at 9 µM;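 active means mean replicate activation of at least 50% with a set share of replicates each reaching 50%; inconclusive means only one of those two conditions met; inactive means mean below 50% and too few replicates reaching it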;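 further: 0% = median of the neutral control wells and 100% = twice that signal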
SKKanGAS inh: SKKanGAS growth inhibition; S. pyogenes SKKanGAS, kanamycin growth, BacTiter-Glo, 6 h; actives 1.3% (n = 300,000); inhibition, % at 7.5 µM; AID 1662;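 active means mean replicate score, as percent of positive control median, at least 50; inconclusive means mean below 50 but one replicate at or above 50; inactive means mean and every replicate below 50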;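 further: strain carries kanamycin resistance gene driven by streptokinase promoter and grows in 40 µg/ml kanamycin; loss of luminescence reflects streptokinase promoter inhibition or plain growth inhibition; 0% = median of DMSO wells and 100% = positive control at its reference dose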
KLF5 inh: kruppel-like factor 5 inhibition; DLD-1 KLF5 promoter-luciferase reporter, luminescence; inhibition, % at 5 µM; actives 0.23% (n = 290,000); AID 1700;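 active means inhibition above a per-plate limit of that plate's mean compound inhibition plus 3 SD, cut at about 60% in these data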;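 further: 0% = DMSO wells and 100% = LY294002 at 200 µM; higher means less KLF5 promoter-driven luciferase light; inactives centre near -14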
HSP90 inh: blocks HSP90-mediated luciferase refolding in reticulocyte lysate | Rabbit reticulocyte lysate, luciferase refolding luminescence, 3 h | inhibition, % at 5.6 µM | actives 0.91% (n = 290,000);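 active means inhibition above the screen-wide mean plus 3 SD, computed separately per campaign, cut at about 16% in these data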;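 further: 0% = DMSO wells and 100% = 60 µM geldanamycin wells; inhibitors lower the luminescence because luciferase stays unfolded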
Platelet DG rel: modulates dense granule release in human platelets; human platelet-rich plasma, SFLLRN dense granule ATP release, luminescence; inhibition, %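 (compounds screened at 7.5 µM in platelet-rich plasma)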; actives 0.22% (n = 300,000); AID 1663;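 active means mean replicate score, as percent of positive control, at or above 50; inconclusive means mean below 50 but at least one replicate at or above 50; inactive means mean and every replicate below 50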
aSyn 5UTR inh: 5' untranslated region of α-synuclein, MLPCN primary screen; alpha-synuclein 5'UTR reporter, inhibitor activity; inhibition, % (tested at 7.5 µM); actives 0.82% (n = 300,000); AID 1813; in the data active means inhibition above about 60%; inconclusive means no clear call, values can overlap the other calls;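 further: H4 neuroglioblastoma cells stably carrying SNCA 5'UTR luciferase fusion; 0% = DMSO wells and 100% = positive control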
IEC-6 cytotox: IEC-6 cytotoxicity, counter-screen for KLF5 inhibitors; luminescence viability; inhibition, % at 5 µM; actives 0.78% (n = 290,000); AID 1825; in the data active means inhibition above about 22%;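 further: 0% = plate median of test compound wells and 100% = cytotoxic reference compound wells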
HIF activator: HIF pathway transcriptional activation. U2OS HRE-luciferase reporter, luminescence; normalized: DMSO 0%, desferrioxamine 100%. activation, % at 7.5 µM (by protocol). actives 0.32% (n = 300,000);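 active means mean activation of at least 10% of the iron chelator positive control signal, with at least half of replicates also reaching 10%; inconclusive means mean and replicate majority disagree about reaching 10%; inactive means mean and most replicates under 10%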
The depositor's hits bear a star; u = inconclusive; x = no result given.

SMILES	HSF1 inhib	AI-2 QS mod	HSF1 activator	SKKanGAS inh	KLF5 inh	HSP90 inh	Platelet DG rel	aSyn 5UTR inh	IEC-6 cytotox	HIF activator
O=C(Cc1c(Cl)cccc1Cl)N/N=C/c1cccnc1	x	0	x	x	-4	-3	x	x	-5	x
COc1ccccc1NC(=O)c1cc(N)cc(C(=O)Nc2ccccc2OC)c1	-5	7	-1	8	x	x	22	8	x	-0.1
Cc1ccc(S(=O)(=O)NNC(=O)Nc2cccc(F)c2)c(C)c1	0	23	19	-3	0	-2	-3	-3	-4	0.4
Cn1c(CN2CCN(c3ccc(Cl)cc3)CC2)nc2ccccc21	22	15	64*	-11	-3	-1	3	-5	2	-0.7
COCCSc1nnc(NC(=O)Cc2ccc(OC)cc2)s1	-4	27	-13	0	-27	1	0	26	1	-0.1
CC1(C)Cc2cccc(C(=O)NC3CCN(Cc4ccccc4)CC3)c2O1	3	11	2	4	-25	0	-14	1	-1	0.1
O=C(CNC(=O)c1ccco1)OCC(=O)c1ccc2ccccc2c1	-3	11	-18	-5	3	0	4	-20	-4	1.1
COc1cc(OC)c(C(=O)OCC(=O)N2CC(=O)Nc3ccccc32)cc1OC	12	10	26	10	-8	2	-7	-37	4	-0.5
CCN(CC)CCNc1nc2c(c(=O)[nH]c(=O)n2C)n1CCCc1ccccc1	-5	16	-7	-5	12	-6	4	9	-3	-1.1
CCOc1cc(/C=C2\CCC/C(=C\c3cc(Cl)c(O)c(OCC)c3)C2=O)cc(Cl)c1O	215	15	316*	41	-3	2	13	-329	-9	-0.2
COCc1cc(=O)n2[nH]c(SCc3ccccc3)nc2n1	-4	27	-14	1	-13	-1	-4	11	-1	0.1
COc1ccc(CC2(CO)CCN(Cc3cnn(C)c3C)CC2)cc1	-3	8	-2	-1	-27	-7	4	-19	-2	0.5
Cc1cc(C)nc(NS(=O)(=O)c2ccc(N/C=C/C(=O)c3ccc(Cl)c(Cl)c3)cc2)n1	4	19	13	6	-14	2	2	2	-1	-0.5
CCC1(c2ccccc2)NC(=O)N(CC(=O)Nc2ccc(S(=O)(=O)N3CC(C)CC(C)C3)cc2)C1=O (centres undefined)	5	30	-10	24	x	x	1	18	x	-0.2
CCC(C)(C(=O)NC1CCCCC1)N(Cc1ccco1)C(=O)CNC(=O)c1ccccc1 (centres undefined)	3	-2	15	-6	3	3	-3	-34	-2	-0.4
N#Cc1ccc(CN2C(=O)NC3(CCCCCC3)C2=O)cc1	0	-18	13	2	-18	0	-4	-31	2	0.3
Cn1c(=NC(=O)c2ccc3c(c2)OCCO3)sc2cc(S(C)(=O)=O)ccc21	-1	7	18	19	29	1	-1	-31	0	0.3
CCCCC(=O)Nc1nnc(S(=O)(=O)N2CCCCCC2)s1	-8	3	-2	-3	-41	1	-1	22	3	-0.2
CCOC(=O)c1ccc(NC(=O)COc2coc(CN3CCc4ccccc43)cc2=O)cc1	-1	18	-11	5	x	x	5	8	x	-0.3
O=C(NCCc1ccc(F)cc1)c1cccc(NC(=O)c2ccccc2)c1	28	17	16	8	-50	2	6	-52	6	1.4
CC(C)(C)OC(=O)CNC(=O)c1[nH]cnc1C(=O)N[C@@H](Cc1ccccc1)C(=O)OC(C)(C)C	2	16	-16	2	x	x	18	16	x	-1.2
c1ccc(-c2noc(C34CC5CC(CC(C5)C3)C4)n2)nc1	27	6	37	-1	-93	2	-1	-209	-2	-3.6
C[C@@H]1NC(=O)c2cc([N+](=O)[O-])cc(F)c2NCCC[C@@H](C(N)=O)NC(=O)[C@H](CC(N)=O)NC1=O	-7	-2	-2	-2	-15	-1	6	5	0	1.3
COc1ccccc1N1CCN(C(=O)c2ccc3[nH]c(C)c(C)c3c2)CC1	-2	13	1	8	58	-6	9	72*	73*	0.1
CCCS(=O)(=O)c1nc(S(=O)(=O)c2ccc(C)cc2)c(NCCCN2CCCC2=O)s1	0	10	3	-4	-3	-7	0	18	-4	-0.5
CC(=O)NC(c1ccc(F)cc1)c1cccnc1 (centres undefined)	-2	8	-11	-6	11	1	-4	-2	-1	0.2
O=C(C1CCCN1S(=O)(=O)c1cccc2cccnc12)N1CCc2ccccc21 (centres undefined)	6	12	11	-2	3	-1	-17	-10	-4	x
Cc1ccc(C2=NS(=O)(=O)N(C)C(C(=O)Nc3ccc4c(c3)OCO4)=C2)cc1	-3	9	-1	0	5	3	-1	-26	0	0.9
CN(Cc1cc2ccccc2[nH]c1=O)C(=O)c1cccs1	0	17	-16	0	-7	3	0	-8	-5	0.3
O=C(CNC(=O)c1cccs1)N/N=C/c1ccc(O)cc1O	1	20	6	-4	-16	0	-2	-17	-2	-0.1
Cc1cc(/C=N/NC(=O)CC2(C)OCCO2)c(C)n1-c1ccc(Cl)c(Cl)c1	x	27	x	x	-26	0	x	x	3	x
Cc1cccc(N(CC(=O)N2CCOCC2)S(C)(=O)=O)c1	-1	5	-6	2	8	-3	2	2	0	-0.5
Cc1ccccc1N(CC(=O)NCc1ccccc1)C(=O)CCC(=O)Nc1nccs1	7	x	5	1	20	-1	23	7	-3	-1.1
COc1ccc(/C=N/OCc2ccccc2C#N)c(OC)c1	13	25	31	-2	-114	-3	0	-182	6	2.5
CCN(CC)c1ccc(NC(=O)c2cccc(OC)c2)c(C)c1	-2	7	7	0	12	-2	10	-31	7	2.0
CC(SCc1ccccc1)C(=O)Nc1ccccc1F (centres undefined)	1	5	11	3	-18	1	-5	-19	6	0.8
CSCCC(NC(=O)c1ccco1)C(=O)NC1CCCCCC1 (centres undefined)	4	14	-18	0	x	x	2	-24	x	0.2
C/C(=N/NC(=O)C1CCCC1)c1ccc(NC(=O)C(F)(F)F)cc1	-4	22	6	-3	-41	-2	u	9	-2	-0.4
Cc1cc(=O)oc2cc(OCC(=O)OCC(=O)N3CCc4ccccc43)ccc12	3	33	-1	-6	-13	1	0	6	9	-0.4
COc1ccc(NC(=O)c2cn(CCC#N)nc2-c2cc3ccccc3o2)cc1	-12	17	-14	5	-3	5	17	-1	-8	0.1
COCCCNC(=O)CCCOc1ccccc1	8	25	0	-1	7	0	-9	13	0	-0.3
CCOC(=O)C1CCN(Cc2c(O)ccc3ccccc23)CC1	33	16	31	-12	-20	-1	-12	-108	-2	1.6
CCCCCSc1nc(O)cc(=O)[nH]1	x	24	x	19	-72	-3	x	x	5	x
COc1ccc2c(c1)oc(=O)c1ccccc12	7	28	2	-3	-61	2	0	-25	-3	1.1
Cc1cc(NC(=O)CSc2cn(CCNC(=O)c3ccc(Cl)cc3)c3ccccc23)no1	-23	31	-29	2	-14	8	2	-90	-3	2.0
CCOCC(=O)Nc1ccccc1C(=O)O	-13	-7	-3	0	-21	-3	-2	-4	-2	0.4
COc1ccccc1C(=O)N/C(=C\c1cn(S(=O)(=O)N(C)C)c2ccccc12)C(=O)N1CCOCC1	-5	23	6	3	-24	-4	-6	-12	7	-0.4
CCOc1ccc2nc(SCC(=O)NCc3ccc(S(N)(=O)=O)cc3)[nH]c2c1	27	14	36	-13	-22	-5	-6	-13	-1	-0.1
COCCNC(=O)COc1cccc2c1OC(C)(C)C2	x	14	x	4	1	-1	-5	-6	-2	-0.9
CCOc1ccc(/C(C)=N/N2C(=O)C(CC(=O)Nc3ccc(OC)cc3[N+](=O)[O-])SC2=Nc2cccc(C)c2C)cc1 (centres undefined)	-7	3	-2	2	-4	-1	-24	10	-3	-0.3
O=C1CC(c2ccc(O)cc2)Oc2cc(O)ccc21 (centres undefined)	-2	19	0	4	x	x	5	-12	x	0.0
Cc1ccc(CS(=O)Cc2ccc(C(=O)NCCc3ccccc3)o2)cc1 (centres undefined)	2	16	-14	0	-6	2	0	20	1	0.3
O=C(CCN1C(=O)C2C3C=CC(C3)C2C1=O)N1CCN(c2ccccn2)CC1 (centres undefined)	-4	11	1	x	-12	0	27	4	4	0.4
COc1ccc(C2=CC(c3cc(OC)c(OC)c(OC)c3)NC(=S)N2)cc1 (centres undefined)	0	18	-1	6	-28	1	1	-14	5	-2.4
COc1cccc(-c2nc(NCC3CCCO3)c3ccccc3n2)c1O (centres undefined)	-4	13	3	9	-35	-2	0	13	-2	-0.3
CCOC(=O)c1c(NC(=O)CSc2nc3ccccc3s2)sc(C)c1C	14	32	12	4	0	6	0	13	6	-0.7
Cc1nn(C(C)C(=O)NCCc2ccco2)c(=O)c2nn(-c3ccccc3)c(C)c12 (centres undefined)	-9	6	-13	-1	-21	-2	-2	-8	-2	0.7
CCOc1ccc2[nH]c(=O)c(CN(CCCO)S(=O)(=O)c3ccc(F)cc3)cc2c1	-5	4	2	1	-6	-2	0	23	0	-0.2
CC(C)C(=O)NN1c2ccccc2CCc2ccccc21	20	4	47	5	-10	3	-3	8	4	0.1
CCOc1ccc(/C=C(/NC(=O)c2ccc(Cl)cc2)C(=O)O)cc1OCC	-5	14	6	1	10	-4	7	-86	4	-0.1
Next part:
SMILES	HSF1 inhib	AI-2 QS mod	HSF1 activator	SKKanGAS inh	KLF5 inh	HSP90 inh	Platelet DG rel	aSyn 5UTR inh	IEC-6 cytotox	HIF activator
CCn1c(=NC(=O)CSCC(=O)Nc2nccs2)sc2ccccc21	2	8	14	0	7	2	12	38	-2	0.0
CC(C1CC2CCC1C2)n1c(-c2ccco2)n[nH]c1=S (centres undefined)	-5	1	-2	4	-4	4	0	10	-3	0.0
O=C(COc1ccc([N+](=O)[O-])cc1)NC(C(=O)O)C(O)c1cccc([N+](=O)[O-])c1 (centres undefined)	-3	21	-3	-4	-4	1	-4	21	3	0.3
Cc1ccc(C)c2c1cc(C)c1nnc(SCC(=O)c3cccs3)n12	12	5	27	0	20	2	-6	-4	-3	0.7
CCOC(=O)C(Cc1ccccc1)C(=O)Nc1cccc(C)c1 (centres undefined)	5	9	-6	6	9	3	-5	6	-2	0.6
C=CCn1c(SCC(=O)NC)nnc1C12CC3CC(CC(C3)C1)C2	5	6	2	8	6	2	18	-5	3	-0.8
Cc1ccc(C)c(OCCC(=O)Nc2cccc(S(=O)(=O)N3CCCC3)c2)c1	4	13	-4	3	x	x	15	10	x	-0.2
Cc1cc(C)cc(CSc2nnc(C)c(=O)[nH]2)c1	-9	1	4	-2	-10	3	-7	-4	4	-0.5
O=C(CSc1ncnc2nc[nH]c12)Nc1nnc(SCc2ccc(Cl)c(Cl)c2)s1	-5	26	2	44	7	0	10	-13	5	0.0
COc1ccc(Cl)cc1NC(=S)NCCc1c[nH]c2ccccc12	8	-8	22	-10	-24	5	6	-1	4	-0.1
COC(=O)C1=C(C(=O)OC)C(c2cc(Cl)ccc2O)c2sc(=O)[nH]c2S1 (centres undefined)	x	5	x	23	-6	-2	2	x	-8	x
O=[N+]([O-])c1ccc(S(=O)(=O)NCC2CC3CCC2C3)cc1 (centres undefined)	4	30	8	5	-16	-3	0	8	-6	-1.5
Cc1ccccc1OC(C)C(=O)NCCC1=CCCCC1 (centres undefined)	0	7	-7	4	15	4	0	-10	2	-0.1
Cc1cc2cc(CNC(=O)NC3CCCCC3)ccc2[nH]1	-11	27	-9	-6	-10	0	-6	-17	-6	-0.4

Screening data from PubChem.
